# Compound activity (PubChem)
# CHRM4 agonist: human M4 muscarinic receptor agonists, primary screen, CHO-K1 cells, Fluo-8 calcium fluorescence; CHO-K1 hM4/Gqi5; vehicle 0%, full acetylcholine response 100%; AID 624127, 2012; hit rate 0.14% among 360,000; Muscarinic acetylcholine receptor M4 (Homo sapiens), P08173; activation, % at 3 µM;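 active = activation above the run mean over all test wells plus 3 SD, cut at about 32% in these data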;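 also: peak over basal fluorescence ratio per well then scaled between controls; 0% = DMSO wells and 100% = acetylcholine at EC100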
# Target sequence (P08173 whole entry, looked up): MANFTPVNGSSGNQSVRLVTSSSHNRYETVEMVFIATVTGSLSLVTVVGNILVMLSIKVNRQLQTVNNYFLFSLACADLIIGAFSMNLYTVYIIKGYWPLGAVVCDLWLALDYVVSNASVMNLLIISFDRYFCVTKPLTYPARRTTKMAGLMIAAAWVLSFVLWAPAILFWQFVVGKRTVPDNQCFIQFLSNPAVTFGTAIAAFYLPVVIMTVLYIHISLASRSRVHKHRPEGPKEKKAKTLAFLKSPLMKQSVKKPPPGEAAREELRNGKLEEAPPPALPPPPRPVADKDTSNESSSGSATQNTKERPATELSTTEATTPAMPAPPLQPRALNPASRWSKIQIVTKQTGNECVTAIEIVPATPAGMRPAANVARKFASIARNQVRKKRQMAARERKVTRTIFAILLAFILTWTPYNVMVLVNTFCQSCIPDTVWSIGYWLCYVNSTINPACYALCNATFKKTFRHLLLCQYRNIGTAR
# M4 antag: human M4 muscarinic receptor antagonists, primary screen, CHO cells, Fluo-8 calcium fluorescence; inhibition, % at 3 µM; hit rate 0.73% among 360,000; Muscarinic acetylcholine receptor M4 (Homo sapiens), P08173; AID 624125, 2012; CHO-hM4 cells, ACh EC80;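 active = inhibition above its plate's cutoff, the mean inhibition of sample wells plus 3 SD, cut at about 27% in these data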;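 also: 0% = acetylcholine EC80 with DMSO and 100% = DMSO without agonist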
# CHRM1 antagonist: human M1 muscarinic receptor antagonists, primary screen, CHO-K1 cells, Fluo-8 calcium fluorescence, 1536-well. Muscarinic acetylcholine receptor M1 (Homo sapiens), P11229. hit rate 1.3% among 360,000. CHO-K1 hM1, ACh EC80 antagonist. inhibition, % at 3 µM. AID 588852, 2011;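 active = percent inhibition above its own plate's cutoff, namely the mean of that plate's compound wells plus 3 SD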;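 also: peak over basal fluorescence ratio during 140 s after agonist addition; 0% = ACh EC80 plus DMSO and 100% = DMSO alone without agonist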
# Target sequence (P11229 whole entry, looked up): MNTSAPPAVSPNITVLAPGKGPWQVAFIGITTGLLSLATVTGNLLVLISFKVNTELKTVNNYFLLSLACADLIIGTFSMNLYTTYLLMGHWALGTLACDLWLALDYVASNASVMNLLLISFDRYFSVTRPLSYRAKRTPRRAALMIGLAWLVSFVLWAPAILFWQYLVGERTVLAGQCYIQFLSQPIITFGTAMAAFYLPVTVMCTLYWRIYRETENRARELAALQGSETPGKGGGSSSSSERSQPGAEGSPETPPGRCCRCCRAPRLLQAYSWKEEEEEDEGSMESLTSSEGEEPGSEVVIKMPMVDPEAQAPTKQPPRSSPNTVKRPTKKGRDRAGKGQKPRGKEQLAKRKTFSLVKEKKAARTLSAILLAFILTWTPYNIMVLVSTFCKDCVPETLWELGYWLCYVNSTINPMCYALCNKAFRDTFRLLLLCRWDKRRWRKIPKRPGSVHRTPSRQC
# M1 PAM: human M1 muscarinic receptor positive allosteric modulators, primary screen, CHO-K1 cells, Fluo-8 calcium fluorescence, 1536-well; CHO-K1 hM1, ACh EC20; 0% = ACh EC20, 100% = maximal ACh; Muscarinic acetylcholine receptor M1 (Homo sapiens), P11229; activation, % at 3 µM; AID 588819, 2011; hit rate 0.088% among 360,000; in the data active = activation above about 19%, passing the limit was not always enough
# M1 ag parental: counter-screen for M1 agonists: effect in parental CHO-K1 cells; activation, % at 3 µM; AID 602248, 2012; Fluo-8 calcium fluorescence; scaled to maximal ATP response, vehicle zero; hit rate 0.48% among 360,000; in the data active = activation above about 15%;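 also: untransfected CHO-K1 host cells lacking M1 receptor as counterscreen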
# OXTR potentiator: human OXTR potentiators, primary screen, fluorescence, CHO-OTR cells, Fluo-8 calcium. Fluo-8 calcium fluorescence, potentiator mode; 0% = oxytocin EC15, 100% = EC100. activation, % at 3 µM. AID 2445, 2010. hit rate 0.061% among 320,000;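 active = activation above that plate's cutoff, the mean activation of tested compounds plus 3 SD, cut at about 6.6% in these data, passing the limit was not always enough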;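 also: 100% uses oxytocin at 75 nM as the full agonist control; some results filed as inactive read as strong as hits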
#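 test system = CHO-OTR cells, human receptor | compound = single-point 3.0 µM | schedule = 6 min compound pre-incubation at room temperature, 100 s kinetic read | signal = Fluo-8 no-wash calcium dye fluorescence, excitation 470-495 nm, emission 515-575 nm | repeats = single well per compound, singlicate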
# CHO-K1 Ca antag: M1 antagonist counterscreen hit in parental CHO-K1 cells | ATP-induced calcium, Fluo-8 fluorescence | inhibition, % at 3 µM | hit rate 0.6% among 360,000 | AID 602250;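 active = inhibition above a per-plate cutoff, the plate's mean sample inhibition plus 3 SD, cut at about 24% in these data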;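 also: 0% = DMSO plus EC80 ATP and 100% = DMSO alone without ATP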
# CHO parental Ca: ATP-evoked calcium signal inhibitors, parental CHO, primary screen, counter-screen for OX1R antagonist project, cell-based, fluorescence, Fluo-8 calcium dye; AID 463079, 2010; inhibition, % at 5.6 µM; hit rate 0.63% among 330,000; parental CHO-K1, ATP-induced calcium, Fluo-8 fluorescence;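 active = inhibition above that plate's mean sample inhibition plus 3 SD, cut at about 26% in these data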;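 also: 0% = ATP-challenged DMSO wells and 100% = DMSO wells without ATP; some compounds past the cut are filed as inactive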
#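 Assay system: parental CHO cells; Read-out basis: percent inhibition of ATP-evoked calcium rise, normalized to controls; Benchmarks: ATP and no-ATP DMSO wells; Compound dosing: single nominal dose of 5.6 µM per compound; Signal: Fluo-8 calcium dye fluorescence; Also added: ATP as calcium-mobilizing challenge; Repeats: singlicate.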
# CHRM1 agonist: human M1 muscarinic receptor agonists, primary screen, Fluo-8 calcium fluorescence, CHO-K1 cells, HTS; hit rate 0.33% among 360,000; activation, % at 3 µM; AID 588814, 2011; CHO-K1 hM1, agonist mode; 0% DMSO, 100% acetylcholine EC100; Muscarinic acetylcholine receptor M1 (Homo sapiens), P11229;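 active = activation above the run's mean compound activation plus 3 SD, cut at about 16% in these data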;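 also: peak over basal fluorescence ratio within a 140 s kinetic read after compound addition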
# * = called active by the depositor; · = not tested or not shown.
no.	SMILES	CHO parental Ca	CHO-K1 Ca antag	CHRM4 agonist	M1 ag parental	CHRM1 agonist	M4 antag	M1 PAM	OXTR potentiator	CHRM1 antagonist
1	CCCCN1C(=O)C(C)=C(C)C1OCCc1ccc(OC)c(OC)c1 (stereo not given)	-1	-5	1	0.3	-1	2	1	2	-7
2	O=C(Nc1ccc(-c2ccccc2)cc1)c1ccco1	-1	-20	18	4.9	-4	-7	-5	3	11
3	O=C(COC(=O)C1CC2C=CC1C2)Nc1ccc([N+](=O)[O-])cc1 (stereo not given)	12	-8	15	4.2	4	-6	-6	-10	7
4	COc1ccc(C(=O)COC(=O)c2nn(C)cc2Cl)cc1	-6	-17	2	0.2	0	-1	14	-2	-16
5	Cc1nc(CNS(=O)(=O)c2cccs2)cs1	3	2	0	0.0	-6	3	9	3	-1
6	CC(=O)Nc1c(-c2ccccc2)c2cc(Br)ccc2[nH]c1=O	-14	-9	2	0.3	-2	1	2	-3	-4
7	COc1cccc(CNc2ccccn2)c1O	-11	-9	1	0.9	-3	-6	3	2	-7
8	CN(C)C(=S)Nc1ccc(S(=O)(=O)N2CCCCC2)cc1	-4	-1	0	1.2	-2	6	7	-5	-5
9	CC1(C)CC(=O)C(C=NCC2CCN(C(=O)Cc3ccccc3)CC2)=C(O)C1	4	-13	2	0.2	-7	-9	10	-2	-11
10	Cc1nc2ccccc2n1Cc1ccccc1	5	17	10	4.6	2	-14	1	-13	4
11	COCCNC(=S)NC(=O)CC12CC3CC(CC(C3)C1)C2	-16	-11	-3	-0.8	-7	-3	11	4	-15
12	CCN(C(=O)COC(=O)/C=C/c1cnc2ccccc2n1)c1ccccc1	-15	0	2	0.4	-3	6	3	-16	4
13	Cc1cc(C)n2nc(-c3ccc(F)cc3)cc2n1	·	-7	1	0.8	-4	-9	14	·	-16
14	CN(C)C(=O)CCc1ccc2c3c([nH]c2c1)[C@]1(C)[C@@H](C(=O)N2CCOCC2)C[C@H](CC(=O)NCCC2=CCCCC2)C(=O)N1CC3	-17	-17	1	0.6	-4	-8	19	·	-23
15	Cn1cccc1-c1nc2ccc(NC(=O)c3ccc([N+](=O)[O-])cc3)cc2[nH]1	-9	1	8	2.6	-2	-17	-3	-4	3
16	Cc1cc(C)cc(OCC(=O)OCC(=O)NC2CCCCCCC2)c1	-1	6	-1	-0.7	-4	-4	-2	1	5
17	O=C(NCc1ccccc1Cl)c1cnccc1C(F)(F)F	-12	-1	0	0.0	-6	10	4	-8	-6
18	CCC1CN(C)C2Cc3c([nH]c4ccccc34)C(=O)CC1C2C(=O)OC (stereo not given)	-2	-2	6	2.3	-4	3	3	6	-6
19	CCC1CCCCN1C(=O)CSc1nnc(-c2ccco2)o1 (stereo not given)	-7	-1	1	0.3	-3	-3	4	-7	-26
20	O=C(COC(=O)c1cc(F)c(F)cc1Cl)NC1CC1	-6	5	1	-0.4	-5	6	11	-2	-9
21	Fc1ccc(/C=N/Nc2nccnc2Cl)cc1	-9	-13	-1	-0.1	-3	6	-1	-4	-2
22	Cc1ccc2c(c1)[C@H]1[C@H](CO2)[C@H](c2ccccc2)[C@]2(C)C(=O)Nc3ccc(F)cc3C(=O)N12	·	-4	1	0.0	-5	18	-30	·	66*
23	Cc1ccc2cc(CN(CCO)Cc3nnnn3Cc3ccc(F)cc3)c(=O)[nH]c2c1	-34	-9	1	0.4	-3	-1	4	-11	1
24	O=C(CC(SCc1ccco1)c1ccc(O)cc1)c1cccs1 (stereo not given)	-6	-4	4	1.1	-4	0	-7	-17	8
25	Cc1cccc(OCc2n[nH]c(=S)n2C2CCCCC2)c1	-8	-12	-2	1.6	-7	8	-7	-8	-1
26	CN(c1ccccc1)S(=O)(=O)c1ccc(C(=O)NCc2ccccn2)cc1	-4	-17	6	3.1	-5	-14	7	-10	-11
27	Cc1ccc(OCCOCCOc2ccc(Br)cc2/C=N\NC(=O)c2ccncc2)cc1	-10	-4	6	2.4	-7	-14	0	-1	-2
28	O=C(CCN1CCN(C/C=C/c2ccccc2)CC1)Nc1cccc(F)c1	-21	-4	5	0.8	-6	-3	5	-13	-2
29	COC(=O)c1sc(S(=O)(=O)NCCCN(C)C)c(C(=O)OC)c1C	-2	-6	0	0.0	-5	-12	2	8	-9
30	CC(=O)c1ccc(NC(=S)NNC(=O)c2ccncc2)cc1	-8	2	0	-0.3	-5	4	-3	0	5

# Records listed above marked active in CHRM1 antagonist:
No.	canonical_smiles	CHRM4 agonist	CHRM1 agonist	M4 antag	M1 PAM	OXTR potentiator	CHRM1 antagonist
22	Cc1ccc2c(c1)[C@H]1[C@H](CO2)[C@H](c2ccccc2)[C@]2(C)C(=O)Nc3ccc(F)cc3C(=O)N12	1	-5	18	-30	·	66*

# 2 entries picked at random from those above, as already listed:
no.	SMILES	CHO parental Ca	CHO-K1 Ca antag	CHRM4 agonist	M1 ag parental	CHRM1 agonist	M4 antag	M1 PAM	OXTR potentiator	CHRM1 antagonist
3	O=C(COC(=O)C1CC2C=CC1C2)Nc1ccc([N+](=O)[O-])cc1 (stereo not given)	12	-8	15	4.2	4	-6	-6	-10	7
30	CC(=O)c1ccc(NC(=S)NNC(=O)c2ccncc2)cc1	-8	2	0	-0.3	-5	4	-3	0	5

# Back to the main list; the 3 compounds before the break are reprinted first.
no.	SMILES	CHO parental Ca	CHO-K1 Ca antag	CHRM4 agonist	M1 ag parental	CHRM1 agonist	M4 antag	M1 PAM	OXTR potentiator	CHRM1 antagonist
28	O=C(CCN1CCN(C/C=C/c2ccccc2)CC1)Nc1cccc(F)c1	-21	-4	5	0.8	-6	-3	5	-13	-2
29	COC(=O)c1sc(S(=O)(=O)NCCCN(C)C)c(C(=O)OC)c1C	-2	-6	0	0.0	-5	-12	2	8	-9
30	CC(=O)c1ccc(NC(=S)NNC(=O)c2ccncc2)cc1	-8	2	0	-0.3	-5	4	-3	0	5
31	CCc1ccccc1NC(=O)CCNC(=O)Cn1ccc2ccccc2c1=O	-5	-8	3	2.3	-4	-5	-5	-6	4
32	CCCNS(=O)(=O)c1ccc(NC(=O)Cc2cccs2)cc1	-17	-11	3	2.3	-1	-6	7	-19	-4
33	CCCNc1c(NS(=O)(=O)c2ccc(Br)cc2)c(=O)oc2ccccc12	-15	-12	9	3.5	-4	-10	-2	-4	3
34	O=C(CN1CCC(O)(c2ccc3c(c2)OCO3)CC1)N1CCOCC1	-13	-20	2	0.8	-6	1	1	-5	-8
35	N#CCCn1ncn(-c2ccccc2)c1=S	-9	-4	0	0.2	-5	6	0	-10	-9
36	CC(=O)Nc1ccc(-c2ccnc3c2CC(C)(C(=O)NCc2ccco2)O3)cc1 (stereo not given)	·	2	-1	0.2	1	-4	4	·	-7
37	Cc1nn(-c2ccccc2)c(=O)c2ccccc12	1	-6	0	0.5	-3	0	-1	-6	6
38	COc1ccc(NC(=S)NCc2ccco2)c(OC)c1	-5	-13	0	0.5	-1	-1	-4	-10	-22
39	Cn1nc(C(C)(C)C)cc1C(=O)NN1CCOCC1	-1	-2	1	0.3	-1	-5	8	8	-12
40	C/C(=N\NC(=O)c1c(Br)c(C)nn1C)c1cccc(NC(=O)c2ccccc2F)c1	-12	6	3	1.0	-3	11	-4	8	6
41	CC(=O)N1CCN(c2ccc(N=Cc3c(O)n(Cc4ccccc4)c(=O)[nH]c3=O)cc2)CC1	·	2	5	2.2	-2	4	3	·	-8
42	Cc1ccc(NC(=O)COC(=O)[C@H](C)NC(=O)c2ccccc2)cc1S(=O)(=O)N1CCOCC1	-30	-3	9	3.5	-1	-4	1	-13	-5
43	Cc1cc(C(=O)CN2c3cccc4cccc(c34)S2(=O)=O)c(C)n1C	-6	-10	2	0.8	-1	4	7	-12	-1
44	O=[N+]([O-])c1ccc(N/N=C/c2c[nH]c3ccccc23)cc1	47*	26*	17	15*	14	21	-7	-21	34*
45	COc1cccc(-n2nc(C(=O)N3CCN(Cc4ccccc4)CC3)c3ccccc3c2=O)c1	-7	2	11	3.8	-4	8	-12	-11	21
46	O=C(NC1CCCc2ccccc21)c1ccccc1Cl (stereo not given)	-4	-13	1	0.4	-6	1	7	-3	-3
47	CC1=CC(=O)C=C(C)C1=NOc1ccccc1[N+](=O)[O-]	1	-9	1	0.9	-7	-10	8	-7	-3
48	CC(C)NC(=O)C(=O)NCc1ccccn1	-8	-13	0	0.3	-3	-5	2	-22	-1
49	N#Cc1c(-c2ccccc2)cc(-c2cccs2)nc1SCC(=O)O	-6	-10	-1	0.5	-1	-10	15	-16	-12
50	CN(CC(=O)Nc1ccccc1Br)C(=O)COc1cccc2c1OC(C)(C)C2	-21	-19	2	2.6	-1	6	11	-4	-14
51	O=C(CSc1ncn[nH]1)NCc1ccccc1	-13	-7	0	0.3	-1	1	6	-1	-7
52	CN(C)/C=C(/C(=O)c1ccccc1)S(=O)(=O)c1ccc(Cl)cc1	-13	3	8	2.7	-6	0	-8	-8	1

# Results in M1 PAM, for six of the compounds above:
nr | structure | M1 PAM
35 | N#CCCn1ncn(-c2ccccc2)c1=S | 0
47 | CC1=CC(=O)C=C(C)C1=NOc1ccccc1[N+](=O)[O-] | 8
48 | CC(C)NC(=O)C(=O)NCc1ccccn1 | 2
41 | CC(=O)N1CCN(c2ccc(N=Cc3c(O)n(Cc4ccccc4)c(=O)[nH]c3=O)cc2)CC1 | 3
32 | CCCNS(=O)(=O)c1ccc(NC(=O)Cc2cccs2)cc1 | 7
43 | Cc1cc(C(=O)CN2c3cccc4cccc(c34)S2(=O)=O)c(C)n1C | 7
